hcDAF-12 act – H. contortus DAF-12 nuclear receptor activators, primary screen, cell-based, luminescence, HEK293, lit1-tk-luc reporter. hit rate 1.4% among 370,000. HEK293 hcDAF-12 lit1-tk-luc reporter; 0% DMSO, 100% Δ7-dafachronic acid. AID 652067, 2013. activation, % at 6.8 µM;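 active means activation above the mean of all tested compounds plus 3 SD, cut at about 5.5% in these data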;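 further: 100% = response to 3 µM Δ7-dafachronic acid high control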
NPR1 activator – GC-A stimulated cGMP production enhancers – HEK293 GC-A cells, cGMP TR-FRET, EC30 ANP, primary screen. hit rate 0.14% among 370,000. AID 1671463, 2021. Atrial natriuretic peptide receptor 1 (Homo sapiens), P16066. activation, % at 10 µM. 0% at EC30 ANP, 100% saturating ANP; in the data active means activation above about 40%
ssDAF-12 act – S. stercoralis DAF-12 nuclear receptor activators, primary screen, cell-based, luminescence, HEK293, GRIP1 co-expression, lit1-tk-luc. Nuclear hormone receptor DAF-12 (Strongyloides stercoralis). HEK293 ssDAF-12/GRIP1 lit1-tk-luc reporter; % of 3 µM dafachronic acid response. activation, % at 6.8 µM. hit rate 1% among 370,000;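 active means activation above the mean over all tested compounds plus 3 SD, cut at about 0.9% in these data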;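 further: 0% = DMSO-only wells and 100% = 3 µM delta7-dafachronic acid wells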
ADAM10 inh – human ADAM10 inhibitors, primary screen, biochemical, QFRET, HTS. recombinant ADAM10, EDANS/DABCYL FRET peptide cleavage, 3 h. inhibition, % at 7 µM. hit rate 0.62% among 370,000. AID 720582, 2013;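 active means inhibition above a per-campaign cutoff equal to the mean of compounds falling between control-based bounds plus 3 SD, cut at about 20% in these data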;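 further: 0% = DMSO wells while the 100% control is not disclosed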
Target sequence (O14672 214-748 limits assumed): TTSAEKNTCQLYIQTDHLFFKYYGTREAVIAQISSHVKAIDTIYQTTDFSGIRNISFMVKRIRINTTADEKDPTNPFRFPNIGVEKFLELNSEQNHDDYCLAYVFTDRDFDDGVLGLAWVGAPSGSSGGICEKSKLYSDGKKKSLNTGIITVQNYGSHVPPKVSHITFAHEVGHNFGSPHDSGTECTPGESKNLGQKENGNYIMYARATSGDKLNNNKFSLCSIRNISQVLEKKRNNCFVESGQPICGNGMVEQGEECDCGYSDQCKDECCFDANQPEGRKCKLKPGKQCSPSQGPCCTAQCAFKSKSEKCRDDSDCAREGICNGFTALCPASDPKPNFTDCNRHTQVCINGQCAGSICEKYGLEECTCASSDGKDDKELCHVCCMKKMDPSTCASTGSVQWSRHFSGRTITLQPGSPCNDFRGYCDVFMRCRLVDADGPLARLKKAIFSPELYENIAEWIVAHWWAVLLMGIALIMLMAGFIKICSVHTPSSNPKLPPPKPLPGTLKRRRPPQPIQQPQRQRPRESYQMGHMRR
NPR2 activator – human GC-B receptor activators, primary screen, HEK293 GC-B cells, cGMP TR-FRET, EC30 CNP. 0% at EC30 CNP, 100% saturating CNP. activation, % at 10 µM. hit rate 0.11% among 370,000;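 active means activation at 10 µM reaching about 35% in either raw or pattern-adjusted values, limit read from the data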
GAA850 FXN act – FXN promoter activators, primary screen, cell-based, luciferase luminescence, HEK293 lucGAA850; HEK293 lucGAA850 FXN promoter luciferase reporter, 24 h; percent of 10 µM SAHA response; activation, % at 6 µM; hit rate 0.56% among 360,000;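 active means activation above the average of all compounds screened plus 3 SD, cutoff fixed separately per campaign, cut at about 7.5% in these data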;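 further: 0% = DMSO wells and 100% = 10 µM SAHA wells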
DAX1 inh-1 – DAX1 (NR0B1) inhibitors, primary screen, cell-based, HEK293, Gal4-DAX1, luciferase luminescence; HEK293 Gal4-DAX1 luciferase reporter; AID 504766, 2011; inhibition, % at 6.75 µM; Nuclear receptor subfamily 0 group B member 1 (Homo sapiens), P51843; hit rate 0.99% among 340,000;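 active means inhibition above the mean over all tested compounds plus 3 SD, cut at about 4.2% in these data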;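 further: 0% = DAX1-transfected cells with DMSO and 100% = empty-vector control cells with DMSO; inhibition shows as a rise in luminescence from relieved DAX1 repression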
sPLA2-III inh – human group III sPLA2 inhibitors, primary screen, biochemical, QFRET, BODIPY PC-A2 liposome substrate. QFRET BODIPY PC-A2 liposome hydrolysis, fluorescence. inhibition, % at 12.2 µM. hit rate 0.56% among 370,000. AID 743126, 2013;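 active means inhibition above mean plus 3 SD of compounds lying within the high and low control bounds, cut at about 19% in these data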;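 further: 0% = median of test compound wells and 100% = no enzyme DMSO wells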
Target sequence (Q9NZ20 whole entry, looked up): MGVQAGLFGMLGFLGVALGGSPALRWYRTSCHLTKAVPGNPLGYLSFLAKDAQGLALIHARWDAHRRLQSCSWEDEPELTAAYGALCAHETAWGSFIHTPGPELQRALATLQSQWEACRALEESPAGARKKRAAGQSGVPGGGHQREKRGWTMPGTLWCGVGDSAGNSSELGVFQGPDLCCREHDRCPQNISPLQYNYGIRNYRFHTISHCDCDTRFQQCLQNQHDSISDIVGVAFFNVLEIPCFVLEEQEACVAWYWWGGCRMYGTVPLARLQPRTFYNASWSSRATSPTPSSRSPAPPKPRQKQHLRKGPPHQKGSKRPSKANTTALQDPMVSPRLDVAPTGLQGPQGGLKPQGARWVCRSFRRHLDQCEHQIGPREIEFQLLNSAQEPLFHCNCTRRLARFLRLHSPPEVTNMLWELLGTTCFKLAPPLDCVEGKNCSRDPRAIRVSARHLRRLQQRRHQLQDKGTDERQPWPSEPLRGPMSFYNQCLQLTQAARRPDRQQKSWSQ
DAX1 inh-2 – DAX1 (NR0B1) inhibitors on StAR promoter, primary screen, cell-based, luminescence, SF-1 (NR5A1), full-length DAX-1 | inhibition, % at 6.8 µM | HEK293T StAR-luciferase reporter, SF-1/DAX-1 repression relief | AID 652010, 2013 | hit rate 1.1% among 370,000;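 active means inhibition above the mean over all tested compounds plus 3 SD, cut at about 3.6% in these data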;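 further: 0% = DAX-1 cells with DMSO and 100% = cells lacking DAX-1 with DMSO; higher inhibition means more luminescence from relief of DAX-1 repression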
hgDAF-12 ag – H. glycines DAF-12 receptor agonists, primary screen, cell-based, luminescence, HEK293, GAL4 fusion, UAS-luciferase | activation, % at 6.8 µM | hit rate 1.8% among 370,000 | HEK293 GAL4-hgDAF12 UAS-luciferase reporter, agonist luminescence; normalized to butyrate control | Nuclear hormone receptor DAF-12 (Heterodera glycines), GAL4 fusion | AID 687014, 2013;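 active means activation above a cutoff set at the mean of all screened compounds plus 3 SD, cut at about 10% in these data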;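 further: 0% = DMSO wells and 100% = sodium butyrate wells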
SMARCA2 activ – SMARCA2 (BRM) function activators, primary screen, cell-based, luminescence, high throughput | hit rate 1% among 370,000 | MG213 cells, MMTV-luciferase reporter, dexamethasone, overnight | activation, % at 9.1 µM; in the data active means activation above about 7.8%;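 further: 0% = vehicle wells and 100% = reference activator wells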
Starred values were filed as active, the others as inactive; i = inactive; . = not tested or not shown.

SMILES	hcDAF-12 act	NPR1 activator	ssDAF-12 act	ADAM10 inh	NPR2 activator	GAA850 FXN act	DAX1 inh-1	sPLA2-III inh	DAX1 inh-2	hgDAF-12 ag	SMARCA2 activ
O=C(COc1coc(CN2CCN(c3ccccc3)CC2)cc1=O)NCC1CCCO1 (stereo not given)	-1.1	-1.3	-0.8	-5.4	4.2	-0.1	1.2	7.7	0.5	-0.8	1.2
CN(C)CCOC(C1CCCCC1)C1CCCCC1	-0.1	-15.4	-1.5	3.6	-19.4	2.1	0.6	-6.5	0.0	0.9	2.3
COc1c(C)cc(C(O)c2ncc(-c3cccc4ccccc34)[nH]2)cc1C (stereo not given)	0.4	-3.0	-1.8	-88.5	-2.4	-3.3	.	-13.2	-0.5	-1.6	-2.4
COc1ccc(-c2csc(NC(=O)CC(NC(C)=O)c3ccccc3)n2)cc1OC (stereo not given)	1.1	5.4	-0.8	-3.1	-3.6	-2.0	0.9	-6.4	-1.1	-1.5	4.1
c1csc(CNc2nc(Oc3ccncc3)c3sccc3n2)c1	-1.3	-7.0	-0.4	i	-13.4	2.1	.	13.6	0.2	-3.7	-1.6
CCOC(=O)C1=C[C@@H](C(C)(C)C)N(S(=O)(=O)c2ccc(C)cc2)[C@H]1c1cccc(Cl)c1	-2.5	-5.3	-0.7	3.9	-9.9	.	.	-5.9	-3.9	2.2	0.8
CCN1C(=O)[C@H]2[C@@H](c3ccc(C)cc3)N3C(=O)N(c4cccc(F)c4)C(=O)[C@@]3(C)[C@H]2C1=O	-0.5	-1.6	-0.7	4.3	3.0	-1.5	0.8	8.8	0.2	1.4	0.7
Oc1ccc(CCc2c(F)cccc2F)c2cccnc12	0.9	7.1	-1.4	2.2	1.8	.	.	16.4	.	-2.4	.
O=C(O)c1cccnc1Nc1ccc(Cl)cc1	-0.8	-0.3	-1.2	-4.4	-1.3	-2.5	-0.3	-4.3	0.4	-5.3	0.3
Cc1ccccc1OCC(=O)N1N=C(c2cccnc2)CC1(O)C(F)(F)F (stereo not given)	1.4	-0.2	-1.4	6.0	0.6	1.6	-1.4	0.4	-0.6	-1.2	-2.0
COc1ccc(/C=C2\CC3(OC(=O)C4CCCCC4)CCCN2C3)cc1 (stereo not given)	0.5	4.7	-1.2	-2.1	-3.9	.	.	-1.6	0.5	0.2	-3.2
c1ccc(CSc2nnc3ccc(-c4cccs4)nn23)nc1	0.6	4.2	-2.0	-23.4	3.5	1.9	1.2	5.2	0.3	3.7	-0.3
CCN1CCN(c2ccc(NC(=O)CCc3c(C)nc4c(-c5ccc(F)cc5)c(C)nn4c3C)cc2)CC1	-3.5	-10.5	-1.0	-1.9	-4.4	0.0	-0.1	-8.0	-0.4	-0.3	2.2
Cc1cccc(OCCC(=O)Nc2ccc(F)c(Cl)c2)c1	-3.2	-1.7	-1.2	9.0	-3.8	1.2	-1.6	-18.4	-0.1	2.4	-3.2
CC(=O)N1CCN(S(=O)(=O)c2cccc(C(=O)Nc3cc(C(F)(F)F)ccc3N3CCOCC3)c2)CC1	-0.5	2.7	-0.8	-10.2	-1.4	2.2	0.8	1.8	-4.3	0.1	-0.3
CCN(CC)C(=O)[C@H]1C[C@H](CC(=O)NCCN2CCOCC2)C(=O)N2CCc3c([nH]c4cc(-c5ccco5)ccc34)[C@]12C	-2.7	2.5	-1.8	i	2.1	-2.2	2.3	-1.1	-1.3	-1.1	-0.9
CCOc1ccc2oc(C(=O)Nc3cc(C)ccn3)c(C)c2c1	2.7	-9.4	0.0	0.6	-6.4	2.9	2.5	-5.8	13.1*	13.6*	1.0
Cc1cccc(CCNC(=O)c2cccc3c2C(=O)N(C2CCCCC2)C3)c1	-2.0	1.7	-1.1	2.7	0.6	2.5	0.2	2.7	0.0	-1.0	-1.7
Cc1cc2ccccc2n2c(SCC(=O)N3CCOCC3)nnc12	-1.9	1.3	-1.2	5.9	-0.3	1.0	-0.2	0.0	-0.1	-0.4	-0.4
O=C(COC(=O)c1ccccc1NCCO)NCC1CCCCC1	-0.8	0.4	-1.7	i	-4.6	2.0	0.0	2.1	0.3	0.4	-0.5
CN1CCc2c1nc1ccccc1c2N (tested in a mixture with another compound)	2.8	14.7	-0.3	-342.4	-2.1	1.6	0.8	-5.2	0.0	1.5	2.5
C=CCn1c(SCc2csc(C)n2)nc2scc(-c3ccc(C)o3)c2c1=O	-0.1	0.7	-0.2	-10.9	7.6	1.7	-1.0	3.6	0.7	-1.4	3.9
CCCc1nnc(SCC(=O)N2CCCC(C)C2)n1CC1CCCO1 (stereo not given)	0.9	0.6	-0.9	2.8	-7.4	1.6	1.9	3.2	0.8	-1.2	2.1
O=C(CSc1nnc(NC2CC2)s1)c1ccc[nH]1	3.8	1.7	0.0	-8.4	-0.7	3.1	2.1	-27.6	2.8	9.6	12.0*
COC(=O)c1cc(OC)c(OC)cc1NC(=O)CCc1ccc(C)o1	-1.3	0.4	-1.3	-7.0	1.9	0.6	-0.3	-11.2	-0.7	-2.1	-0.1
Cc1cccc(-n2c(SCCC(=O)O)nnc2-c2cccs2)c1C	0.1	1.4	-1.4	-9.9	3.2	1.5	0.6	6.7	1.8	1.1	-0.7
O=C(O)C1CSC(c2coc3ccccc3c2=O)N1 (stereo not given)	0.7	2.3	-0.2	-69.2	0.1	0.6	-0.7	-1.5	0.4	3.9	0.2
C=CCOc1ccc(C2/C(=C(\O)c3c(C)[nH]c(C(=O)OC)c3C)C(=O)C(=O)N2CCN(C)C)cc1 (stereo not given)	0.7	3.8	-0.9	3.5	0.9	-2.7	0.7	6.5	0.4	-0.5	1.2
Cc1ccc(C)c(NC(=O)c2cnc3n(c2=O)CCS3)c1	1.1	2.0	-1.6	-6.6	7.2	-1.7	0.4	4.9	0.0	1.0	-1.3
CCOC(=O)N1CCN(C(=O)c2ccc(-n3c(C)ccc3C)cc2)CC1	-2.1	-3.5	-1.1	3.3	5.6	2.8	1.4	-6.7	-0.2	-1.5	0.4
C=CCN(Cc1nc(-c2ccccc2)no1)C(=O)c1ccoc1C	-2.2	-1.4	-1.2	0.4	2.2	2.2	-0.1	-3.6	-2.6	-0.4	-1.1
CN1C(=O)c2ccc(N(C)C)cc2C1=O	0.8	-0.7	-1.1	-4.8	0.8	2.2	-0.9	1.9	-0.2	0.6	1.4
CCN(CC)C(=O)CN1CCC(n2c(C)nc3cc(C(F)(F)F)ccc32)CC1	-0.9	-3.5	-0.9	2.1	-6.9	2.2	0.7	3.8	-0.7	1.3	-1.4
O=C(CCCn1c(=S)[nH]c2ccsc2c1=O)NCCc1ccccc1	-2.0	-0.7	-0.2	4.7	-5.1	-0.3	0.6	7.5	-0.1	-0.4	7.2
Cc1ccc(NC(=O)CN2C(=O)NC3(CCCC3)C2=O)cc1S(=O)(=O)N1CCCCC1	-0.1	-1.0	-1.1	-19.0	5.7	2.3	-0.2	6.0	-0.3	-0.4	-3.4
CC(=O)Nc1cccc(C(=O)OCC(=O)Nc2nnc(-c3ccccc3)o2)c1	-0.7	2.1	-0.3	-8.2	1.7	1.5	-2.1	3.1	1.2	0.9	-0.6
CC(=O)c1sc(NC(=O)C2CSC3(C)CCC(=O)N23)nc1-c1ccccc1 (stereo not given)	-1.0	-4.7	-0.8	1.2	3.1	1.3	0.0	-10.0	-2.6	2.2	-1.0
Cc1ccc(/C=N/Nc2cccc(C(=O)O)c2)s1	11.8*	-2.4	2.5*	9.4	4.5	3.8	-3.9	-20.0	8.3*	26.6*	2.1
COc1ccc(C2(O)CCN(CC(=O)Nc3nc(-c4ccccc4)cs3)CC2)cc1	-3.6	6.5	-2.4	1.4	-1.5	3.4	-2.0	-22.0	-1.6	-4.8	-3.0
O=C(c1cc(Cl)c(=O)n(Cc2ccccc2)c1)N1CCOCC1	-1.3	0.5	-0.6	4.4	4.3	-2.0	0.9	-1.4	0.5	-0.6	-1.9

Ordered by value in SMARCA2 activ (largest number first): 3 of the compounds above
SMILES	SMARCA2 activ
CCCc1nnc(SCC(=O)N2CCCC(C)C2)n1CC1CCCO1 (stereo not given)	2.1
CCOC(=O)N1CCN(C(=O)c2ccc(-n3c(C)ccc3C)cc2)CC1	0.4
COC(=O)c1cc(OC)c(OC)cc1NC(=O)CCc1ccc(C)o1	-0.1

Following part.
SMILES	hcDAF-12 act	NPR1 activator	ssDAF-12 act	ADAM10 inh	NPR2 activator	GAA850 FXN act	DAX1 inh-1	sPLA2-III inh	DAX1 inh-2	hgDAF-12 ag	SMARCA2 activ
c1csc(CCNc2ncnc3sc4c(c23)CCC4)c1	-5.7	14.9	-2.4	11.6	15.0	-0.3	-2.5	-10.4	-5.8	-8.3	-4.1
CSCC[C@H](NC(=O)c1nn(C)c(=O)c2ccccc12)c1nc2ccccc2[nH]1	2.4	-2.0	-1.3	-1.8	-0.8	0.6	-1.4	2.4	0.0	-1.6	-0.7
Cc1ccc(-c2nc3ccc(Cl)cn3c2CC(C)(C)C)cc1	-0.2	0.9	-0.7	-7.8	-0.4	0.8	-0.2	17.0	0.7	3.0	-5.0
Cc1ncc(CN2CCC(CO)(CCc3ccccc3)CC2)s1	-0.7	-0.7	-0.5	10.5	-0.7	1.9	-0.7	-2.9	0.1	-6.0	-1.5
CCC1C(=O)N=C(SCC(=O)Nc2ccc(C)cc2)N(c2ccccc2)C1=O (stereo not given)	-0.6	0.7	-0.9	10.1	-1.8	0.7	-0.2	9.0	-0.8	1.0	-2.1
Cc1cccc(NS(=O)(=O)c2cccc(C(=O)NCC(c3ccc(F)cc3)N3CCOCC3)c2)c1 (stereo not given)	-1.3	-2.5	-0.7	-5.2	8.1	-0.2	0.4	-23.7	-0.9	-3.5	-1.1
COC(=O)c1sccc1-c1ccc(/C=N/OCc2c(Cl)cccc2Cl)o1	0.2	-0.5	0.4	-3.2	1.4	-0.5	1.1	-1.2	0.7	-1.4	0.9
O=C(C(c1ccccc1)c1ccccc1)N1CCN(CCN2C(=O)c3cccc4cccc(c34)C2=O)CC1	2.5	-0.1	-0.7	-13.9	1.7	1.3	-0.4	-16.8	-0.6	5.0	-4.8
CC(C)C(NC(=O)C(NC(=O)C1OC2OC(C)(C)OC2C2OC(C)(C)OC12)C(C)C)C(=O)O (stereo not given)	-1.2	-1.4	-1.4	0.0	2.5	-1.8	0.0	-3.8	0.0	0.3	-2.4
